ABCB6 inh 2: inhibitors of human ABC transporter ABCB6; Q9NP58; K562-ABCB6 porphyrin accumulation, flow cytometry, 1 h; stronger effect = lower value; fluorescence ratio to DMSO, % at 10 µM; hit rate 0.19% among 360,000; AID 602162;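 active = fluorescence ratio to DMSO below 75%, the collection mean minus 3 SD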;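 also: signal is porphyrin accumulated inside mitochondria; 100% equals median channel fluorescence of DMSO control wells; lower ratio means ABCB6 inhibition with less porphyrin fluorescence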
iPSC survival up: hiPSC single-cell survival enhancement | ATPlite luminescence; 100% = ROCK inhibitor wells, 0% = DMSO | survival enhancement, % at 20 µM | hit rate 0.044% among 360,000; in the data active = survival enhancement above about 18%;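 also: cells exposed to compounds for 16 hours before the ATP read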
m5-HT2A agonist: activates the mouse 5-HT2A serotonin receptor; CHO-K1 mHTR2A beta-arrestin complementation, luminescence; percent of 30 µM serotonin response; activation, % at 7.6 µM; P35363; hit rate 0.66% among 360,000;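 active = activation above a run cutoff, the mean activation of all tested compounds plus 3 SD, cut at about 14% in these data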;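 also: 0% = plate median of compound wells and 100% = 30 µM serotonin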
ABHD5-PLIN5 inh: blocks binding of human ABHD5 to perilipin-5; Q00G26+Q8WTS1; inhibition, % at 4 µM; AID 602281; Split G. princeps luciferase complementation, luminescence, 4 h; hit rate 0.78% among 360,000;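 active = inhibition above the mean inhibition across every tested compound plus 3 SD, cut at about 22% in these data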;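 also: 0% = DMSO only wells and the 100% control is not disclosed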
Target sequence (Q00G26 whole entry, looked up): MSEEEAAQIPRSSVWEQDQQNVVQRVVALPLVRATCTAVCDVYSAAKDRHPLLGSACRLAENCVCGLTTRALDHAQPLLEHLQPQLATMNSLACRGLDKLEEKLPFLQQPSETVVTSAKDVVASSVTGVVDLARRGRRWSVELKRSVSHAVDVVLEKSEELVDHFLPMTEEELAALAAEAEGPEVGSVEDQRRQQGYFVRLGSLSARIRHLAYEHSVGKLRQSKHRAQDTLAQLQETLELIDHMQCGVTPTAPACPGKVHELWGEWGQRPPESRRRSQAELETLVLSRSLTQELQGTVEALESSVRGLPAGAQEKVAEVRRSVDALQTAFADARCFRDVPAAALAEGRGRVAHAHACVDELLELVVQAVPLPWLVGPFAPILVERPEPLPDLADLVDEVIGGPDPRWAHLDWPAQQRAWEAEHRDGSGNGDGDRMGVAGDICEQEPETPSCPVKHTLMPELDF
Target sequence (Q8WTS1 whole entry, looked up): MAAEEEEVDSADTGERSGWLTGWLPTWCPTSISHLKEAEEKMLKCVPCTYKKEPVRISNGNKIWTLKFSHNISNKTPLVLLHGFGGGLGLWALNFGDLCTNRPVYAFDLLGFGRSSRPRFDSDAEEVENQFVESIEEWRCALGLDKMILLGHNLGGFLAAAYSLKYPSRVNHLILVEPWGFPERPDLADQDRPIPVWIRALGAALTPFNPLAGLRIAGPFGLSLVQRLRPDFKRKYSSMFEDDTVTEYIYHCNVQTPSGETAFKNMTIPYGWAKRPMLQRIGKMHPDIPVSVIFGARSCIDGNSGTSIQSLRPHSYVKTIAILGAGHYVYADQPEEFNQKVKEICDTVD
H9c2 protect: protects H9c2 cardiomyocytes from peroxide injury; H2O2 injury protection, ATPLite, 2 h; protection from H2O2 cell death, % at 20 µM; hit rate 0.63% among 360,000; AID 588492;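 active = compounds giving at least 50% protection of heart cells from peroxide-induced death in the single-dose screen, raw or plate-pattern-corrected value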;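 also: 0% = DMSO wells with peroxide and 100% = DMSO wells without peroxide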
Exocytosis inh: blocks lytic granule exocytosis | TALL-104 LAMP-1 surface exposure, flow cytometry; cells stimulated with thapsigargin and PMA | inhibition, % at 10 µM | hit rate 0.66% among 360,000;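 active = inhibition above about 55%, limit read from the data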
N-glyco inh: N-linked glycosylation inhibition. reporter increase, % at 12.5 µM. AID 588692. D54 ERlucT glycosylation luciferase reporter, 24 h; percent of 100 nM tunicamycin response. hit rate 0.23% among 360,000;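 active = mean luciferase reporter signal, scaled so untreated is 0 and the glycosylation-blocking control 100, at or above a set limit in every replicate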;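 also: luciferase carries N-glycosylation sites so blocking glycosylation raises the light; 0% = median of neutral control wells and 100% = median of 100 nM tunicamycin wells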
MC4R barr agon: activates human MC4R beta-arrestin recruitment; U2OS MC4R beta-arrestin complementation, luminescence; percent of melanotan II response, DMSO zero; activation, % at 8.9 µM; hit rate 0.98% among 360,000;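 active = activation above a per-plate cutoff, the mean activation of sample wells on that plate plus 3 SD, cut at about 8% in these data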
MC4R antag cAMP: human MC4R antagonism in cAMP assay; AID 540295; inhibition, % at 6.5 µM; hit rate 0.48% among 360,000; MC4R-expressing cells, MTII-stimulated cAMP, LANCE TR-FRET; P32245;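 active = inhibition above its plate's cutoff, the mean of tested wells on that plate plus 3 SD, cut at about 29% in these data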;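 also: 0% = Melanotan II alone and 100% = Melanotan II plus saturating MCL0020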
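System: U2OS-MC4R stable cell line; Technique: Eu-cAMP/anti-cAMP TR-FRET, emission 671 nm; Repeats: single well per compound; Also added: Melanotan II; Dosing: one concentration, 6.5 µM nominal; Schedule: 30-min compound, 1-h challenge, 1-h detection, room temperature.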
aDG glyco up: increases alpha dystroglycan glycosylation; Pro5-aDG cells, alpha-DG glycosylation AlphaScreen (IIH6); 0% Pro5, 100% B10-LARGE cell signal; activation, % at 10 µM; hit rate 0.22% among 360,000; AID 624168;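 active = activation of at least 8% versus controls, or a plate z-score of at least 8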;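 also: Pro5 are CHO cells carrying HIG-tagged alpha-DG that lacks glycosylation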
Starred values were filed as active, the others as inactive; · = no result given; & = joins results of further samples.

Molecule	ABCB6 inh 2	iPSC survival up	m5-HT2A agonist	ABHD5-PLIN5 inh	H9c2 protect	Exocytosis inh	N-glyco inh	MC4R barr agon	MC4R antag cAMP	aDG glyco up
Cc1ccc(NC(=O)/C=C\C(=O)O)c([N+](=O)[O-])c1	102	-0.9	2	9	6	-4	2	-2.2	13	0.0
Cc1nnc(NCc2cccc(Cl)c2)c2ccccc12	98	0.9	3	8	-3	15	-3	-0.6	0	0.3
CN1CCN(c2ccccc2NC(=O)c2ccc3c(c2)OCCO3)CC1	99	0.2	-5	5	16	11	-2	-3.6	7	0.0
CCCN(CCC)CCNC(=O)C(NS(=O)(=O)c1ccc2c(c1)CCC(=O)N2)c1ccccc1 (stereo not drawn)	93	-0.8	6	1	-4	0	1	-0.2	12	0.2
Cc1sc(NC(=O)COc2ccccc2)c(C#N)c1C	99	-0.4	-3	0	-7	-8	1	-0.1	12	-0.1
CCCOC(=O)c1c(NC(=O)CCC(=O)O)sc2c1CCCCC2	108	2.0	4	1	2	0	1	0.5	8	0.4
Nc1cc(Br)c(N)c(Br)c1	97	0.4	-4	-1	7	10	4	0.2	5	1.2
Oc1ccccc1C1=NOC(O)(C(F)F)C1 (stereo not drawn)	98	-0.8	3	-7	-2	2	3	-2.3	-1	0.1
COC(=O)C[C@H]1CC[C@@H](NC(=O)C2CC2)[C@@H](CO)O1	·	·	18*	7	·	-6	·	·	·	0.0
CN1CCN(CC(=O)Nc2ccccc2[N+](=O)[O-])CC1	99	0.7	1	-7	-1	14	-1	-0.1	-2	-0.3
Clc1nc(NCCN2CCOCC2)nc(NCc2ccccc2)n1	105	0.0	0	6	2	0	0	-0.5	3	-0.2
COc1cc(OC)cc(-c2nnc(NC(=O)Cc3ccc(F)cc3)o2)c1	102	-0.3	2	0	26	1	0	-1.9	8	-0.1
O=C(Nc1ccc2c(c1)OCCO2)C1CCCN(c2ncccn2)C1 (stereo not drawn)	99	-0.8	-1	-2	-9	1	-14	0.4	-3	0.0
Cc1nn(-c2ccc(Cl)nn2)c(=O)c2ccccc12	101	0.0	-1	-4	-6	2	-2	0.4	-7	0.0
Cn1nc(-c2ccccc2)c(C(=O)Nc2ccc(Cl)cc2)c1Cl	99	4.2	5	8	2	0	1	0.1	0	-0.1
CCOCCCn1c(=S)[nH]c2cc(C(=O)N3CCN(C)CC3)ccc2c1=O	93	0.0	2	-6	4	-3	1	-0.2	0	0.1
COc1ccc(OCCOC(=O)c2[nH]c(C)c(C(C)=O)c2C)cc1	101	0.3	3	-4	-14	0	2	-0.2	-4	3.7
Cc1ccc2nc(-c3ccccn3)[nH]c2c1	102	-0.6	5	1	-24	-14	-19	-1.2	3	-0.1
O=C(C=Cc1ccc2c(c1)OCO2)c1ccccc1	103	-3.1	-3	18	-12	16	6	0.0	3	0.2
O=C1NCC(O)=C1C=NC12CC3CC(CC(C3)C1)C2	100&100	3.2&-0.6	-4&0	-6&2	4&-3	3&1	3&3	-1.2&-1.0	3&-1	-0.2&0.0
O=C(CS(=O)(=O)Cc1ccccc1)NCc1ccc2c(c1)OCO2	93	-3.6	-2	-3	1	2	-2	-2.1	0	-0.1
Nc1cc(C(F)(F)F)ccc1-n1cccc1	101	-3.2	-2	-2	4	0	-1	-2.0	8	-0.5
Cc1ccc(CN2CCCC(CO)(Cc3ccccc3C)C2)s1 (stereo not drawn)	102	2.2	-9	-7	-12	-3	-4	1.4	-1	0.3
CC1(C(=O)NS(=O)(=O)c2ccc(Cl)s2)CCN1C(=O)C1(c2ccccc2)CCCC1 (stereo not drawn)	94	-0.1	6	-4	-2	-1	2	0.3	-7	0.3
Cc1nc(-c2cccc(NC(=O)C(C)Oc3ccccc3)c2)cs1 (stereo not drawn)	98	-0.6	-5	2	5	-2	-1	-4.0	13	0.2
COc1ccccc1N(CC(=O)N1CCN(c2ccc(F)cc2)CC1)S(=O)(=O)c1ccc(C)cc1	101	-0.2	-6	4	-3	4	·	-2.4	10	-0.2
CC1CCCN(CCCNC(=O)C2CC(=O)N(c3ccc(F)c(Cl)c3)C2)C1 (stereo not drawn)	99	0.8	-1	8	1	-1	-1	0.6	0	0.1
CCN(CC)CCNC(=O)c1ccc(NC(=O)c2cc(S(=O)(=O)N3CCCCC3)ccc2N2CCOCC2)cc1	96	-0.5	4	-4	2	-7	0	-4.1	14	-0.2
Fc1ccc(CSc2nncn2NC/C=C/c2ccccc2)cc1	98	-4.1	-5	9	-4	-6	-2	0.9	4	0.1
CC(C)(C)c1ccc(S(=O)(=O)NC(=O)C2(C)CCN2C(=O)Cc2ccccc2Cl)cc1 (stereo not drawn)	85	-0.4	7	2	-8	-1	2	1.2	2	1.7

Laid out differently: four of the compounds above
Values in the order: ABCB6 inh 2 | iPSC survival up | m5-HT2A agonist | ABHD5-PLIN5 inh | H9c2 protect | Exocytosis inh | N-glyco inh | MC4R barr agon | MC4R antag cAMP | aDG glyco up
- Cc1nc(-c2cccc(NC(=O)C(C)Oc3ccccc3)c2)cs1 (stereo not drawn)
    98 | -0.6 | -5 | 2 | 5 | -2 | -1 | -4.0 | 13 | 0.2
- O=C(C=Cc1ccc2c(c1)OCO2)c1ccccc1
    103 | -3.1 | -3 | 18 | -12 | 16 | 6 | 0.0 | 3 | 0.2
- Nc1cc(C(F)(F)F)ccc1-n1cccc1
    101 | -3.2 | -2 | -2 | 4 | 0 | -1 | -2.0 | 8 | -0.5
- CC1CCCN(CCCNC(=O)C2CC(=O)N(c3ccc(F)c(Cl)c3)C2)C1 (stereo not drawn)
    99 | 0.8 | -1 | 8 | 1 | -1 | -1 | 0.6 | 0 | 0.1

m5-HT2A agonist: what is marked active above.
| SMILES | ABCB6 inh 2 | m5-HT2A agonist | ABHD5-PLIN5 inh | Exocytosis inh | N-glyco inh | MC4R barr agon | MC4R antag cAMP | aDG glyco up |
| --- | --- | --- | --- | --- | --- | --- | --- | --- |
| COC(=O)C[C@H]1CC[C@@H](NC(=O)C2CC2)[C@@H](CO)O1 | · | 18* | 7 | -6 | · | · | · | 0.0 |

Additional records.
Molecule	ABCB6 inh 2	iPSC survival up	m5-HT2A agonist	ABHD5-PLIN5 inh	H9c2 protect	Exocytosis inh	N-glyco inh	MC4R barr agon	MC4R antag cAMP	aDG glyco up
Cc1ccc(S(=O)(=O)N2CCN(C(=O)c3ccc(-n4cncn4)c([N+](=O)[O-])c3)CC2)cc1C	99	-0.3	6	1	0	8	1	-4.8	4	0.9
O=C(c1ccc2nc(Cc3cccc(Cl)c3)oc2c1)N1CCC(CO)CC1	109	-0.3	-6	-11	-2	20	-2	-1.3	21	0.1
O=C1CN(C(=O)COc2ccc(Br)cc2Br)c2ccccc2N1	95	-0.5	2	6	-9	1	0	-1.6	-3	0.3
O=C(NCc1cccnc1)Nc1cccc(Cl)c1Cl	99	-0.4	5	3	2	-1	-3	-1.2	6	0.3
O=C(OCC(=O)N1CCN(c2ccc(F)cc2)CC1)c1cnc2ccccc2n1	100	-0.3	-1	0	12	-1	4	-0.1	8	-0.2
Cc1nc2sc(C(=O)Nc3ccccc3)c(N)c2c(C)c1[N+](=O)[O-]	94	-2.0	-5	-5	-19	-8	2	9.3*	-9	-0.3
COc1ccc(C(=O)NC(Oc2ccccc2)C(Cl)(Cl)Cl)cc1 (stereo not drawn)	98	3.3	0	-7	-8	1	-2	0.9	3	-0.2
CCOP(=O)(c1ccc(N(C)C)cc1)C(O)c1c(Cl)cccc1Cl (stereo not drawn)	101	1.2	1	-4	-3	5	0	0.1	11	-0.3
COc1ccc(S(=O)(=O)N2CCN(CC(=O)c3c(N)n(C)c(=O)n(C)c3=O)CC2)cc1OC	93	-0.9	-4	-2	0	-2	5	1.4	7	0.6
CN(Cc1ccccc1)C(=O)c1ccccc1NC(=O)c1ccccc1	107	-0.3	-5	-5	0	-3	-1	-1.3	0	0.1
Cn1c(=O)n(C)c2cc(C(N)=O)ccc21	102	-1.0	-2	3	6	2	4	-1.4	-5	-0.2
CCC(C)(C)NC(=O)CN(C(=O)c1csnn1)c1ccccc1-c1ccccc1	97	-0.7	16*	-3	1	6	-1	-1.2	8	0.2
Cc1c(NC(=O)CN2C(=O)C(=O)N(Cc3ccccc3)C2=O)c(=O)n(-c2ccccc2)n1C	96	-0.2	4	4	-2	-2	-1	-3.4	-2	0.1
O=[N+]([O-])c1cccc(S(=O)(=O)NCc2ccccn2)c1	99	0.9	-1	-6	8	-9	3	-1.1	4	0.0
CC(C)OCCCNC(=O)C(C)Oc1ccccc1 (stereo not drawn)	99	1.1	3	2	4	-1	3	-0.6	5	0.3
COc1cc(CNn2nnnc2N)ccc1OCC(=O)NC(C)(C)C	94	-1.2	2	0	4	-2	2	-2.9	7	-0.2
CN(C)c1ccc(C(=S)N2CCCCC2)cc1	98	2.0	4	1	-3	4	1	-0.6	-4	0.0
COCCNC(=O)C(c1ccc(C)o1)N(Cc1ccco1)C(=O)c1snc(C(N)=O)c1N (stereo not drawn)	93	2.0	-3	0	22	0	-3	-1.5	-1	0.1
CCNc1nc(NCC)nc(OCCOC(=O)c2ccccc2)n1	92	-1.9	0	-4	-3	-2	0	-1.8	2	0.2
